SRC1 TRFRET art: TR-FRET detection interference compounds, primary screen, artefact control for PPARgamma SRC-1 recruitment agonists, biochemical, TR-FRET emission ratio; AID 1051, 2008; hit rate 0.34% among 99,000; TR-FRET detection artefact counter-screen; hits give high values; TR-FRET ratio at 8 µM; in the data active = TR-FRET ratio above about 2300; also: inactives centre near 1800
SRC3 TRFRET art: TR-FRET detection interference compounds, artefact control for PPARgamma SRC-3 recruitment agonists, biochemical, TR-FRET ratio | TR-FRET artefact counter-screen, PPARgamma/SRC-3 format; hits give high values | TR-FRET ratio at 8 µM | hit rate 0.39% among 99,000; in the data active = TR-FRET ratio above about 2000; also: inactives centre near 1600
* marks the source's active call; other numbers are inactive results. The list is partial; the hit share may differ from the screen's.

nr	Molecule	SRC3 TRFRET art	SRC1 TRFRET art
1	COc1ccc(NC(=O)C(=O)NNC(=O)C(C)Oc2ccc(Cl)cc2Cl)cc1 (stereo unspecified)	1634	1777
2	Cc1ccc(N=C2SC(C(=O)Nc3ccc(OC(F)(F)F)cc3)C(N)=C2C(=O)Nc2c(C)cc(C)cc2C)cc1 (stereo unspecified)	1766	1852
3	Cc1cc(O)cc(O)c1C=NCc1ccco1	1603	1913
4	Cc1cccc(N2CCN(c3cc(C)nc4nnnn34)CC2C)c1 (stereo unspecified)	1559	1888
5	COc1ccc(OCc2nc3c4cc(OC)c(OC)cc4nc(=S)n3[nH]2)cc1	1517	1860
6	N#CCC(=O)Nc1ccccc1C(=O)O	1496	1906
7	CCO[C@@H]1OC(C(=O)Nc2ccccc2)=C[C@H](c2coc3ccccc3c2=O)[C@H]1CCCO	1552	1718
8	CC(=O)Nc1n[nH]c(-c2ccc(C)cc2)c1C	1370	1489
9	CC(=O)c1ccc(NC(=O)C(C)NCc2ccc(Cl)cc2)cc1 (stereo unspecified)	1594	1677
10	Cc1ccccc1NC(=O)CCn1c(=O)oc2ccccc21	1813	1920

Single records, as listed above. Order of screens: SRC3 TRFRET art, SRC1 TRFRET art
CCO[C@@H]1OC(C(=O)Nc2ccccc2)=C[C@H](c2coc3ccccc3c2=O)[C@H]1CCCO across the screens: 1552, 1718
Cc1ccccc1NC(=O)CCn1c(=O)oc2ccccc21 across the screens: 1813, 1920
CC(=O)Nc1n[nH]c(-c2ccc(C)cc2)c1C across the screens: 1370, 1489
N#CCC(=O)Nc1ccccc1C(=O)O across the screens: 1496, 1906
COc1ccc(NC(=O)C(=O)NNC(=O)C(C)Oc2ccc(Cl)cc2Cl)cc1 (stereo unspecified) across the screens: 1634, 1777

Next section.
nr	Molecule	SRC3 TRFRET art	SRC1 TRFRET art
11	CN1CCN(C(=O)c2cc3nc(-c4ccco4)cc(C(F)(F)F)n3n2)CC1	1503	1691
12	CCC/C(O)=C1\C(=O)CC(c2ccccc2)CC1=NCCc1c(C)[nH]c2ccc(C)cc12 (stereo unspecified)	1572	1937
13	COc1cccc(/C(C)=N/Nc2ncc(Cl)cc2Cl)c1	1526	1913
14	Cc1cc(C)c2nc(SCC(=O)NC(=O)c3cccn3C)cc(C)c2c1	1468	1505
15	CCOc1ccc(C(C)=O)cc1Cc1c(O)nc(N)[nH]c1=O	1708	1991
16	O=C(N=Nc1c(O)[nH]c2ccccc12)c1ccccc1NS(=O)(=O)c1cccs1	1379	1928
17	Cc1cc(N2CCCCC2)nc2c(C)cccc12	1668	1702
18	O=c1c2ccccc2n2c(-c3ccc(F)cc3)nnc2n1Cc1ccccc1	1672	1796
19	Cc1cccc(C(=O)Nc2ccc(N3CCN(S(C)(=O)=O)CC3)cc2)c1	1636	1902
20	O=C1CN(S(=O)(=O)c2ccccc2)CCN1S(=O)(=O)c1ccccc1	1621	1729
21	CC(=O)c1cc(-c2ccccc2)n(CC(=O)Nc2cccc(C)c2C)c1C	1439	1823
22	CC(C)(C)c1ccc(C(=O)NCc2ccccc2)cc1	1509	1653
23	O=C(O)c1cccc(S(=O)(=O)Nc2ccc(O)cc2Sc2nc3ccccc3s2)c1	1419	1594
24	CN(C)S(=O)(=O)c1cccc(NC(=O)c2cc(-c3cccs3)nc3ccccc23)c1	2449*	2272
25	Cn1nc(C(C)(C)C)c([N+](=O)[O-])c1C(=O)NC(C)(C)C	1622	1817
26	CCOc1cc(/C=N/NC(=S)Nc2ccccc2C(F)(F)F)ccc1OCC(=O)N1CCOCC1	1399	1638
27	COc1ccccc1NC(=O)/C(C#N)=C/c1c(C)nn(-c2ccc(F)cc2)c1Cl	1642	1939
28	CCOC(=O)c1cc(-c2ccc(C)o2)nn1CCC#N	1379	1801
29	Cc1[nH]c2ccccc2c1CCN(Cc1cccnc1)C(=S)Nc1ccc(F)cc1	1598	1607
30	COc1ccc([N+](=O)[O-])cc1NC(=O)c1cn(-c2ccc(Cl)cc2)c(=O)c2ccccc12	1641	1811
31	CC(=O)Nc1ccc(NC(=O)CSc2ccccn2)cc1	1884	1947
32	CC(C)/C(=N/Nc1ccccc1[N+](=O)[O-])c1ccccc1	1609	1798
33	COCCNC(=O)/C(C#N)=C/c1nc(N(C)C)n(-c2ccc(F)cc2)c1Cl	1613	1793
34	Cc1c(C(=S)Nc2ccccc2)cnn1-c1ccc([N+](=O)[O-])cc1	1631	1716
35	COc1ccc(NC(=O)CCSc2ccc3ccccc3n2)cc1	1589	1648
36	CCOCCCNC(=O)/C(C#N)=C/c1ccc(-c2ccc(S(=O)(=O)N3CCOCC3)cc2)o1	1782	2213
37	C[C@@H]1CCC[C@H](C)N1Cc1nc(Cc2ccccc2Cl)no1	1677	1766
38	COc1ccc2cc(-c3cc(C(=O)OCC(=O)Nc4c(C)n(C)n(-c5ccccc5)c4=O)c4ccccc4n3)ccc2c1	1534	1937
39	O=C(COC(=O)c1cc(-c2cccs2)nn1-c1ccccc1)Nc1cccc([N+](=O)[O-])c1	1374	1839
40	C/C(=N\N=c1/scc(C)n1Cc1ccco1)c1cccc([N+](=O)[O-])c1	1784	1858
41	O=c1c2ccccc2nc(/C=C/c2ccccc2)n1CCc1ccccc1	1517	1834
42	COc1c(C(=O)Nc2ccc(Cc3ccncc3)cc2)ccc2ccccc12	1811	1812
43	Cc1cc([N+](=O)[O-])nn1CC(=O)N1c2ccccc2CC1C (stereo unspecified)	1422	1675
44	O=C(O)CC(NC(=O)C12CC3CC(CC(C3)C1)C2)c1cc([N+](=O)[O-])ccc1Cl (stereo unspecified)	1255	1783
45	CSc1ccc(NC(=O)N2CC=C(n3c(=O)[nH]c4ccccc43)CC2)cc1	1573	1842
46	COCc1c(C(=O)N/N=C/c2cccc3ccccc23)nnn1-c1nonc1N	1492	2003
47	Cc1ccc(N2C(=O)/C(=C\c3ccc(C(C)C)cc3)N=C2SC2CCOC2=O)cc1 (stereo unspecified)	1585	1723
48	CCn1c(C)nc2cc(C(=O)NNC(=O)CCC3CCCCC3)ccc21	1815	1777
49	COc1cccc(/C=N/NC(=O)CN2CC(c3ccccc3)CC2=O)c1OC (stereo unspecified)	1408	1887
50	CCOc1cc(N2CCOCC2)c(OCC)cc1NC(=O)Cn1cnc2c(=O)n(C)c(=O)n(C)c21	1552	2184
51	COc1ccc(Cc2noc(CN3CCCC(C(=O)c4cccs4)C3)n2)cc1OC (stereo unspecified)	1538	1634
52	COC(=O)c1ccc2c(c1)NC1=C(C(=O)CC(C)(C)C1)C(c1ccncc1)N2 (stereo unspecified)	1469	1774
53	CC1SCC(=O)N(CC(=O)NCCc2ccccc2)C1=O (stereo unspecified)	1389	1827
54	COc1ccc(-c2c(C(C)=O)c(C)n(C)c2C)cc1	1323	1639
55	Cc1ccc(-c2csc(NC(=O)C3CC(=O)N(Cc4ccco4)C3)n2)cc1 (stereo unspecified)	1595	1842
56	CCC(=O)OCC(=O)Nc1ccc([N+](=O)[O-])cc1OC	1340	1809
57	C=CCNC(=O)c1cc(Cl)ccc1[N+](=O)[O-]	1599	1886
58	O=C(Nc1cccc(-c2nc3ccccc3o2)c1)c1cccnc1	1497	1705
59	C=C(C)c1cccc(C(C)(C)NC(=O)Nc2ccccc2OCC)c1	1499	1794
60	COc1cccc(Oc2ccc(C(F)(F)F)cc2N)c1	1729	1960

Entries listed so far that have a tert-butyl group, in the order listed:
nr	Molecule	SRC3 TRFRET art	SRC1 TRFRET art
22	CC(C)(C)c1ccc(C(=O)NCc2ccccc2)cc1	1509	1653
25	Cn1nc(C(C)(C)C)c([N+](=O)[O-])c1C(=O)NC(C)(C)C	1622	1817

The listing continues.
nr	Molecule	SRC3 TRFRET art	SRC1 TRFRET art
61	CCOC(=O)c1c(O)c2ccccc2n(CC)c1=O	1375	1802
62	COc1ccccc1/C=C\C=N\n1c(-c2ccc(Cl)cc2Cl)n[nH]c1=S	1559	2015
63	COc1ccc(CNC(=O)CCS(=O)(=O)Cc2ccc(C)cc2)c(OC)c1	1742	1735
64	CCOc1nc2ccccc2cc1/C=C/C(=O)O	1652	1686
65	Cc1ccc(NC(=O)COC(=O)c2cccnc2)cc1	1524	1653
66	COc1cc(C(=O)Nc2ccc(S(=O)(=O)N3CCOCC3)cc2)c([N+](=O)[O-])cc1OC	1714	1676
67	CSc1ccc(S(=O)(=O)N2CCN(Cc3ccc4c(c3)OCO4)CC2)cc1	1796	1879
68	c1ccc(-c2nnsc2Sc2ccccn2)cc1	1517	1811
69	S=C(NC1CC1)NC1CCCc2ccccc21 (stereo unspecified)	1578	1936
70	COc1ccc(Cc2nnc(N/N=C/c3ccc(O)cc3O)[nH]c2=O)cc1OC	1424	1844
71	COc1cc(NC(=O)c2ccco2)c(C(=O)OCC(=O)c2c[nH]c3ccccc23)cc1OC	1553	1745
72	O=C(COc1cccc(Cl)c1)N/N=C\c1cc2ccccc2nc1Cl	1606	1717
73	COc1ccc(-c2[nH]ncc2CN(C)Cc2nonc2C)c(OC)c1	1667	1990
74	COc1ccc(N2CC(O)=C(c3nc(-c4ccc(Br)cc4)cs3)C2=N)cc1	1589	1974
75	CN(/N=C/C=C/c1ccccc1)c1cc(=O)n(C)c(=O)[nH]1	1540	1425
76	c1ccc(-c2nnc(NC3=NCCC3)o2)cc1	1668	2162
77	CS(=O)(=O)N1CCC(C(=O)NCc2ccc(F)cc2Cl)CC1	1589	1897
78	CCOc1ccc(NC(=O)COc2nsnc2N2CCOCC2)cc1	1753	1896
79	Cc1cccc(N(C(=O)Cn2nnc(-c3ccc(F)cc3)n2)C(C(=O)NC(C)(C)C)c2ccncc2)c1 (stereo unspecified)	1544	1476
80	Cc1ccc(CN2CCN(C3CCOCC3)CC2CCO)cc1 (stereo unspecified)	1475	1991
81	COC(=O)C1CCN(C(=O)COC(=O)COc2ccc(C#N)cc2)CC1	1379	1711
82	S=C(Nc1ccc(Cl)cc1Cl)NC1CCN(Cc2ccccc2)CC1	1737	1829
83	Nn1c(Cc2cccc3ccccc23)n[nH]c1=S	1737	2039
84	Cc1ccc(CNC(=O)Nc2cccc(C)c2)cc1	1660	1798
85	N/C(=N\OC(=O)Cc1ccccc1)c1ccccc1Cl	1376	1640
86	COc1ccc(N2CC(O)=C(c3nc(-c4ccc(F)cc4)cs3)C2=N)cc1OC	1596	2237
87	COc1ccc(-n2ncc3c(Nc4cccc(C)c4)ncnc32)cc1	1629	1982
88	C=CCN(CC=C)C(=O)C(=O)c1ccn(-c2c(C)csc2C(=O)OC)c1	1529	1792
89	CC[n+]1ccccc1/C=C/c1ccc(N(C)C)cc1	1475	2025
90	COC(=O)/C=C/c1ccc(OC(=O)OC)c(OC(=O)OC)c1	1432	1784
91	C/C(Cc1ccccc1)=N\NC(=O)CNC(=O)c1cccc(Br)c1	1627	1990
92	O=C(Nc1ccc2c(c1)CCC2)C1CCN(c2ncccn2)CC1	1670	1986
93	CC(=O)Oc1ccccc1C1C[C@]2(C)CC(=O)NC2N1C(C)=O (stereo partly specified)	1589	1965
94	CN(C)c1nc(NC(C)(C)C)nc(NC(C)(C)C)n1	1400	1754
95	CCOP(=O)(OCC)C(NC(=O)C(F)(F)F)c1ccccc1 (stereo unspecified)	1818	1657
96	CCOC1=NN(c2ccc(Cl)cc2)C(=O)/C1=C\N(C)C	1650	1991
97	COc1cc(/C=C2/SC(=S)N(CC(=O)NC(C)(C)C)C2=O)cc(OC)c1OC	1772	1958
98	COc1cc(/C=C2\CC/C(=C\c3cc(OC)c(O)c(OC)c3)C2=O)cc(OC)c1O	1522	1888
99	Cc1ccccc1NCC(=O)N/N=C/c1c(C)c(C(=O)c2ccc(Cl)cc2)n2ccccc12	1478	1714
100	Cc1ccccc1C1CCCN(Cc2nc(CC3CC3)no2)C1 (stereo unspecified)	1545	1809
101	Cn1cc([N+](=O)[O-])c(C(=O)Nc2cnn(Cc3ccc(F)cc3)c2)n1	1720	1712
102	CC(C)C[C@H](NC(=O)c1nc[nH]c1C(=O)NCCCCCNC(=O)OC(C)(C)C)C(=O)OCc1ccccc1	1432	1741
103	Cc1ccsc1C(=O)OCC(=O)Nc1c(Cl)cccc1C(F)(F)F	1402	1827
104	NC(=O)COC(=O)c1cccnc1Nc1ccccc1F	1495	1557
105	CN(C)S(=O)(=O)c1ccc(C(=O)NNc2nc(-c3ccccc3)c3cc(Br)ccc3n2)cc1	1361	1737
106	COc1cccc(CNC(=O)C2CCN(S(=O)(=O)N3CCCC3)CC2)c1	1780	1968
107	COc1ccccc1CNC(=O)C(C)Sc1ccsc1[N+](=O)[O-] (stereo unspecified)	1662	2027
108	COc1ccc(CC(NC(C)=O)C(=O)NC2CCN(c3nnnn3-c3ccccc3)CC2)cc1OC (stereo unspecified)	1442	1599
109	O=S(=O)(Nc1nccs1)c1ccc(Nc2nnc(-c3ccccc3)c3ccccc23)cc1	1443	1693
110	CCN(C(=O)CSc1nnnn1-c1ccccc1)c1c(N)n(Cc2ccccc2)c(=O)[nH]c1=O	1621	1772

More records.
nr	Molecule	SRC3 TRFRET art	SRC1 TRFRET art
111	O=C1CN(C(=O)COC(=O)CNC(=O)c2ccc(Br)o2)c2ccccc2N1	1332	1868
112	CCNC(=O)C12CCC(C)(C(=O)O1)C2(C)C (stereo unspecified)	1750	2085
113	CCOC(=O)/C(C#N)=C/c1cn(CCC(=O)O)nc1-c1ccc(OC)cc1	1637	2112
114	CCCN(CC1CC1)C(=S)NC(=O)C1CC1	1491	1749
115	Cc1sc(NC(=S)NC(=O)CCc2ccccc2)c(C(N)=O)c1C	1528	1699
116	CCCNC(=S)N1CCC(n2cnc3ccccc32)CC1	1831	1683
117	Cc1cc(NO)c(C(C)C)cc1N=O	1406	1644
118	Fc1cc(F)c2nc(N3CCCC3)sc2c1	1621	1578
119	CC(C)Sc1cc(N2CCCC2)nc(-c2ccccc2Cl)n1	1628	1685
120	COc1ccc(CN2CCN(C(=O)c3cc(-c4cccnc4)nc4ccc(Cl)cc34)CC2)c(OC)c1OC	1663	1861

Screening data (PubChem)
